Bioassay records deposited in PubChem BioAssay by ICCB-Longwood Screening Facility, Harvard Medical School.
Polio RdRp inh – poliovirus RdRp elongation inhibitors, primary screen, biochemical, fluorescence polarization, total intensity. Genome polyprotein (Poliovirus type 1 (strain Mahoney)), P03300. poliovirus polymerase elongation; stronger effect = lower value. % elongation, % (compound at 16.7 µg/mL). actives 0.66% (n = 150,000). AID 588519, 2011; in the data active = % elongation below about 90%; note: some results filed as inactive read as strong as hits
Target sequence (P03300 1749-2209 limits assumed): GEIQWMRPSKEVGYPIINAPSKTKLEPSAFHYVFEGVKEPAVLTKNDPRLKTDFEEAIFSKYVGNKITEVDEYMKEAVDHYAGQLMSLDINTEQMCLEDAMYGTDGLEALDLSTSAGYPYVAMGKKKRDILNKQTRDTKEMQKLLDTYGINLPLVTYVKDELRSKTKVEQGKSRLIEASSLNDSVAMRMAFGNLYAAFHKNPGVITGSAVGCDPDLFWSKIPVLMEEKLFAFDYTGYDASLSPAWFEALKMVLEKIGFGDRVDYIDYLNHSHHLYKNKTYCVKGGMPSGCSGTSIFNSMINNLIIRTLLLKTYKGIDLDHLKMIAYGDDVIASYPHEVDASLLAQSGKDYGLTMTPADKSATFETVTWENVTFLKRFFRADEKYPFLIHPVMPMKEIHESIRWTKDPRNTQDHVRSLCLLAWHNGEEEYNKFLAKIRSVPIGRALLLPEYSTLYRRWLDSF
Polio RdRp inh FP z-score – further read-out of Polio RdRp inh, marked with its call; z-score; measured here: FP z-score; hits read low
An asterisk follows results filed as active.

SMILES | Polio RdRp inh | Polio RdRp inh FP z-score
COc1ccc(CN(C)C(=O)COC(=O)c2c(-c3ccccc3Cl)noc2C)cc1 | 99 | -0.5
CN(CC(=O)O)S(=O)(=O)c1ccc2oc3ccccc3c2c1 | 103 | -0.1
COc1cccc(-c2cnc(NCc3ccccc3Cl)n2C)c1 | 96 | -2
CCc1ccc(S(=O)(=O)c2nnn(-c3ccc(F)cc3)c2N)cc1 | 107 | 0.5
COc1ccc(CNC(=O)Cn2c(=O)cc(-c3ccccc3)c3c(C)nn(C)c32)cc1 | 101 | -1.3
Cc1ccc(CNC(=O)c2nc(S(=O)(=O)Cc3ccc(C)cc3)ncc2Cl)cc1 | 108 | 0.1
COc1ccc(N2CCN(C(c3ccccc3)c3nnc(-c4ccccc4Cl)o3)CC2)cc1 (centres undefined) | 108 | 0.6
COC(=O)c1ccoc1-c1sc2nc(C)cc(C)c2c1N | 99 | -0.2
CN1C(=O)CC(N2CCN(C/C=C/c3ccccc3)CC2)C1=O (centres undefined) | 102 | 0.1
O=C(COC(=O)C1Cc2ccccc2CN1C(=O)c1ccco1)NC12CC3CC(CC(C3)C1)C2 (centres undefined) | 99 | -0.6
COc1ccc(CCNC(=O)c2nc(SCc3ccc(C)cc3)ncc2Cl)cc1OC | 111 | 0.6
CC(N)(Cc1ccc2c(c1)OCO2)C(=O)O (centres undefined) | 105 | 0.2
CCOc1ccc(C2CC(c3c(O)n(C4CCCCC4)c(=O)[nH]c3=O)=Nc3ccccc3S2)cc1 (centres undefined) | 109 | 0.4
Cc1ccc(S(=O)(=O)N2CCC(NC(=O)c3ccccc3)CC2)cc1 | 103 | 0.3
CSc1nc(NCCO)c(C#N)c(-c2ccc(C)cc2)n1 | 104 | 1
O=C(c1c(F)cccc1F)N1CCCC1 | 102 | 0
CCN(c1ccc(OC)cc1)S(=O)(=O)c1cc(-c2onc(C)c2C)ccc1OC | 103 | 1
Cc1ccc(NC(=O)NCc2nc3ccccc3n2C)cc1 | 105 | 0.3
CCOc1ccccc1NC(=O)C1=C(C)Nc2ncnn2C1c1ccccn1 (centres undefined) | 107 | 0.2
Cc1ccc(CNS(=O)(=O)c2cnc(N)nc2)cc1 | 117 | 2.2
CC(=O)c1cccc(NC(=O)c2sc3nc4c(cc3c2N)CCCC4)c1 | 114 | 0.6
CC(C)Oc1nsnc1N1CCOCC1 | 101 | 0.3
CNS(=O)(=O)c1cccc(C(=O)OCC(N)=O)c1 | 108 | 0.1
CCOC(=O)c1ccc(NC(=O)N2CCOc3ccccc32)cc1 | 112 | 0.9
Cc1nnc(SCCCN2C(=O)c3ccccc3C2=O)o1 | 100 | -0.3
COc1ccccc1C(=O)NC(=S)c1c(C)nc2sccn12 | 104 | 0.1
COc1cccc(CSc2nc(-c3ccccc3F)nc3c2Cc2c(CO)cnc(C)c2O3)c1 | 110 | 0.7
Cc1cn(CCC#N)nc1C=Nc1ccc(O)cc1 | 105 | 0.4
CC1CCCC(NC(=O)C2CCC(Cn3c(=O)[nH]c4ccccc4c3=O)CC2)C1C (centres undefined) | 100 | -0.3
Cc1nc2cc(-c3ccccc3)nn2c(C)c1CC(=O)NC1CCCC1 | 104 | 0.5
CC(C)CC(=O)Nc1cc(C(F)(F)F)cc(C(F)(F)F)c1 | 100 | 0.1
O=C(NC1CC1)c1ccc2c(c1)N(Cc1ccccc1)C(=O)c1ccccc1S2 | 99 | -1.2
CCCc1cc(=O)oc2c(C)c(OC(C)C(=O)O)ccc12 (centres undefined) | 104 | 0.5
CCC1CCCCN1C(=O)c1cnn(-c2ccc(F)cc2)c1-n1cccc1 (centres undefined) | 102 | -0.3
CCc1ccc2nc(NC(=O)c3cc(N4CCOCC4)ccn3)sc2c1 | 113 | 1.7
COc1ccccc1N1CCN(C(=O)c2c(C)oc3ncn(C)c(=O)c23)CC1 | 113 | 0.7
CCC(C(=O)Nc1cccc(-c2nc3cccnc3s2)c1C)c1ccccc1 (centres undefined) | 115 | 0.5
COc1ccc(C)cc1NC(=O)CCc1c(C)nn(-c2ccc(N3CCOCC3)nn2)c1C | 102 | -1
CCCCc1ccc(C(=O)c2c(N)c(C(=O)Nc3cccc(OC)c3)c3ccccn23)cc1 | 106 | -0.1
O=C(Nc1cc2c(s1)CCCC2)c1ccccc1 | 102 | -0.2
COc1ccc(C2C(C(=O)Nc3ccccc3OC)=C(C)Nc3c(C(=O)Nc4ccccc4)cnn32)c(OC)c1 (centres undefined) | 110 | 0.5
CCc1ccccc1NC(=O)C(CC)n1nc(C)n2c(cc3cc(C)ccc32)c1=O (centres undefined) | 105 | 1.3
O=C(O)Cc1nnc(-c2ccc3c(c2)OCO3)o1 | 100 | -0.1
Cc1nn(-c2cccc(C(F)(F)F)c2)c(Cl)c1/C=N/NC(N)=O | 104 | 0.1
COc1ccc(CNC(=O)CSc2ncc(S(=O)(=O)c3ccc(C)c(Cl)c3)c(=O)[nH]2)cc1 | 101 | -1.5
Cc1ccc(C)c(N2N=C(C(=O)Nc3ccc(N4CCOCC4)cc3)CCC2=O)c1 | 99 | 0.2
Cc1ccccc1OCc1nnc(-c2ccccc2)o1 | 101 | -0.1
CCCCC1CCC(C(=O)N2CC(=O)Nc3ccc(C)cc3C2c2ccc(F)cc2)CC1 (centres undefined) | 102 | -0.3
Cc1ccc(NCC(F)(F)C(F)F)cc1 | 100 | -0.1
Cc1cc(C)c(S(=O)(=O)N2CCC(N3CCN(Cc4ccc(F)cc4)C(=O)C3=O)CC2)c(C)c1 | 108 | 0.4
Cc1cc(N=Cc2c(O)n(-c3ccc4c(c3)OCO4)c(=O)c3ccccc23)ccn1 | 98 | -0.4
Cn1c(N)c(S(=O)(=O)N2CCc3ccccc3C2)c(=O)n(C)c1=O | 103 | 0.5
CC(=O)Nc1cc(N)nnc1Cl | 104 | 0.8
Cc1ccc(CCNC(=O)Cn2c(=O)oc3cc(S(=O)(=O)NC4CCCC4)ccc32)cc1 | 103 | 1.4
CC1CC(C)CN(C(=O)CSc2nnc(C(F)(F)F)n2C)C1 (centres undefined) | 100 | -0.3
CCc1cccc(-n2c(C)nc3c(cnn3-c3ccc(Cl)cc3)c2=O)c1 | 106 | -1
CCOC(=O)C1=C(CN2CCCCC2)NC(=O)NC1c1cc(C)ccc1C (centres undefined) | 111 | 1.2
CCCCN(CC)CCCNC(=O)c1cc2c(=O)oc3ccc(C)cc3c2s1 | 107 | 0.4
Cc1cn(CC(C)C)c(=O)n(CC(C)C)c1=O | 99 | -0.2
CC1CC(C)(C)CC2(C1)NC(=S)N(c1nc3ccccc3s1)N2 (centres undefined) | 102 | 0

Two compounds picked at random from those above:
SMILES | Polio RdRp inh | Polio RdRp inh FP z-score
Cc1ccccc1OCc1nnc(-c2ccccc2)o1 | 101 | -0.1
CCOC(=O)C1=C(CN2CCCCC2)NC(=O)NC1c1cc(C)ccc1C (centres undefined) | 111 | 1.2

Going on with the list:
SMILES | Polio RdRp inh | Polio RdRp inh FP z-score
Nc1cccc(S(=O)(=O)c2cccc(N)c2)c1 | 100 | 0
CCOC(=O)c1ccc(Oc2nc(NC(C)C)nc(NC(C)(C)C)n2)cc1 | 98 | -0.4
O=C(OCC(=O)N1CCCc2ccccc21)c1n[nH]c2ccccc12 | 97 | -0.6
O=C(CCN1CCOCC1)N/N=C/c1cccnc1 | 99 | -0.5
COc1ccc(-c2csc(-c3c(N)c(C(=O)c4ccccc4)n4ccccc34)n2)cc1OC | 106 | -0.1
COc1cccc(CNC(=O)c2ccc(-c3nc(CSc4ccccc4)c(C)o3)cc2)c1 | 109 | 0.3
Cc1noc(-c2ccccc2)c1NC(=O)N1CCN(C(c2ccccc2)c2ccccc2)CC1 | 106 | 0.6
COc1ccc(-c2noc(Cn3c(=O)c4ccccc4n(CC(=O)Nc4cccc(C(F)(F)F)c4)c3=O)n2)cc1 | 112 | 0.7
CCn1cc(C(=O)NCCCN(CC(C)C)CC(C)C)c(=O)c2cc(S(=O)(=O)N(C)C3CCCCC3)ccc21 | 107 | 0.4
COc1ccc(C)cc1NC(=O)C1CCN(S(=O)(=O)c2ccc3[nH]c4c(c3c2)CCCCC4)CC1 | 109 | 0.5
O=C(OCCOc1ccc(Br)cc1)c1cnccn1 | 104 | 0.1
COC(=O)c1cc(NS(=O)(=O)Cc2ccccc2)cc(C(=O)OC)c1 | 112 | 0.8
CC(C)(C)C1CCC(C(=O)OCC(=O)Nc2ccc(C(N)=O)cc2)CC1 (centres undefined) | 104 | 1.1
O=S(=O)(c1cccc2nonc12)N1CCCN(c2nccc(C(F)(F)F)n2)CC1 | 104 | 0.2
O=C(O)CN1C(=O)c2ccc(Br)cc2C1=O | 103 | 0.5
Cc1sc(-c2cc3ccccc3oc2=O)nc1-c1ccc(Cl)cc1 | 105 | -0.4
CC1CN(Cc2nc3c([nH]2)c(=O)[nH]c(=O)n3C)CC(C)O1 (centres undefined) | 100 | -1
C=CCn1c(Cc2ccc(OC)cc2)nnc1SC(C)C(=O)Nc1nnc(C)s1 (centres undefined) | 102 | -0.1
CC1[C@H](C)OC(=O)CC(O)CC(O)CC(O)CCC(O)C(O)C[C@]2(O)CC(O)C(C(=O)O)C(CC(OC3O[C@H](C)[C@@H](O)[C@H](N)[C@@H]3O)/C=C/C=C/C=C/C=C/CC/C=C/C=C/[C@H](C)[C@H]1O)O2 (some centres undefined) | 99 | -0.2
CC(C)(C)NS(=O)(=O)c1ccc(-c2nnc(SCC(=O)c3ccc(F)cc3)o2)cc1 | 103 | 0.4
OC[C@H]1O[C@@H](Oc2ccccc2)[C@H](O)[C@@H](O)[C@@H]1O | 101 | -0.3
CCc1ccc2[nH]c(=O)c(CNC3CCCC3)cc2c1 | 102 | 0
CSc1ccc(Nc2nn(-c3ccc(OC(F)(F)F)cc3)nc2C(C)=O)cc1 | 108 | 0
COc1ccc(Cl)cc1NC(=O)CSc1cn(CC(=O)N2CCCC2)c2ccccc12 | 126 | 1.2
COC(=O)c1ccc(CSc2nnc(-c3c[nH]c4ccccc34)n2C)o1 | 101 | -0.7
COc1ccc(NCc2ccccc2-c2nnc(-c3ccccc3)o2)cc1Cl | 100 | -1.2
CCC(=O)Nc1ccc(-c2ccc3nncn3n2)cc1 | 100 | -0.8
CC(O)CNc1nc2ccccc2n1CC(O)COCc1ccco1 (centres undefined) | 110 | 1
COC(=O)c1ccc(N2C(=O)Cc3c2nc(N)c2c(N)nc(N(C)C(C)C)c(C#N)c32)cc1 | 106 | 0.3
Cc1ccc(S(=O)(=O)NC(C)C(=O)O)cc1 (centres undefined) | 99 | -0.4

Next part (5 carried over from the part before).
SMILES | Polio RdRp inh | Polio RdRp inh FP z-score
COc1ccc(NCc2ccccc2-c2nnc(-c3ccccc3)o2)cc1Cl | 100 | -1.2
CCC(=O)Nc1ccc(-c2ccc3nncn3n2)cc1 | 100 | -0.8
CC(O)CNc1nc2ccccc2n1CC(O)COCc1ccco1 (centres undefined) | 110 | 1
COC(=O)c1ccc(N2C(=O)Cc3c2nc(N)c2c(N)nc(N(C)C(C)C)c(C#N)c32)cc1 | 106 | 0.3
Cc1ccc(S(=O)(=O)NC(C)C(=O)O)cc1 (centres undefined) | 99 | -0.4
N#CC(C(=O)c1ccc(F)cc1)c1nc2ccccc2c(=O)[nH]1 (centres undefined) | 100 | -0.6
N#Cc1nc(-c2cccc(Cl)c2)oc1NCCc1ccccc1 | 100 | -0.4
CC(C)(C)c1nc(CN2CCOCC2)cc(CN2CCOCC2)c1O | 101 | -0.5
O=C(c1cccs1)N1CCCc2cc(NS(=O)(=O)c3ccc(F)cc3F)ccc21 | 109 | 0.6
Cc1c(C)c(C)c2[nH]c(-c3ccc4c(c3)OCO4)nc2c1C | 100 | -0.4
O=C1CSC(c2ccccc2)N1Cc1ccccn1 (centres undefined) | 102 | -0.2

Compound profiles, from the list above. Screens in order: Polio RdRp inh	Polio RdRp inh FP z-score
`CC(C)(C)c1nc(CN2CCOCC2)cc(CN2CCOCC2)c1O` in the list: 101	-0.5
`N#CC(C(=O)c1ccc(F)cc1)c1nc2ccccc2c(=O)[nH]1` (centres undefined) in the list: 100	-0.6
`Cc1c(C)c(C)c2[nH]c(-c3ccc4c(c3)OCO4)nc2c1C` in the list: 100	-0.4
`O=C(c1cccs1)N1CCCc2cc(NS(=O)(=O)c3ccc(F)cc3F)ccc21` in the list: 109	0.6
`O=C1CSC(c2ccccc2)N1Cc1ccccn1` (centres undefined) in the list: 102	-0.2

This is a subset; rates above refer to the full screens.
